# F508del corr = F508del CFTR correction, initial screen, CFBE line, single point. CFBE cells, YFP halide quenching; stimulated with forskolin plus potentiator P3; % fluorescence drop versus neutral controls. activity (quench increase), % at 7.58 µM. 350,000 compounds, 0.36% hits. AID 720511, 2013;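 active = mean added fluorescence quench of at least 8% versus neutral control, with both replicates also reaching 8%; inconclusive = only one of the mean or replicate conditions met; inactive = mean below 8% and not both replicates reaching 8%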;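 also: cells transiently co-express mutant CFTR-F508del with the halide-sensitive YFP; corrector assay measuring rescue of mutant channel to the surface after 24 h compound exposure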
# ERp5 inh = inhibitors of ERp5-driven insulin aggregation, primary screen, biochemical, turbidity, absorbance 650 nm, single point | 90 min | inhibition, % at 9.99 µM | 350,000 compounds, 0.05% hits | AID 651711, 2012;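 active = mean replicate inhibition above about 25%, with every replicate also reaching it, limit read from the data, passing the limit was not always enough; inconclusive = only one of those two criteria met; inactive = neither criterion met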
# Target sequence (Q15084 whole entry, looked up): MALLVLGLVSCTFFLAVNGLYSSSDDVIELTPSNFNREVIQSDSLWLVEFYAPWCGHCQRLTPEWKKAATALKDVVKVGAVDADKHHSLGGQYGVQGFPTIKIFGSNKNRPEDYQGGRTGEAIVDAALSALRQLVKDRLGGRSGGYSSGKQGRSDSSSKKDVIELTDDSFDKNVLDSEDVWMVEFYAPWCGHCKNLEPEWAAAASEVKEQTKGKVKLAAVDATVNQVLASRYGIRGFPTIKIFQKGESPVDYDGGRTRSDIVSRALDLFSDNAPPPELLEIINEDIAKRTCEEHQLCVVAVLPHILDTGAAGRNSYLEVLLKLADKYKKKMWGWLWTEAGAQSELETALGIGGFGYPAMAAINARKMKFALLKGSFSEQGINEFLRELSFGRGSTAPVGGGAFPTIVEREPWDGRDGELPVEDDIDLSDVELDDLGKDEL
# ARNT-TACC3 inh = disruptors of ARNT/TACC3 protein interaction, primary screen, biochemical, AlphaScreen, single concentration. AlphaScreen His-ARNT PAS-B/GST-TACC3 binding, luminescence; TACC3 fragment carries E629A point mutation. inhibition, % at 9.99 µM. 390,000 compounds, 0.66% hits;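 active = mean inhibition of replicates at least 50% and at least half of replicates each reaching 50%; inconclusive = half or more replicates reach 50% but mean below 50%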;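 also: 0% = complete ARNT plus TACC3 wells and 100% = ARNT alone without TACC3; many hits fall short of the cut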
# PAX8 inh HTS = inhibitors of PAX8-driven TPO luciferase reporter, primary screen, RMG-I cells, single concentration | SteadyGlo, 24 h | inhibition, % at 12.6 µM | 360,000 compounds, 1.2% hits;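 active = mean replicate inhibition at least 60% with every replicate also reaching 60%; inconclusive = only one of the two criteria is met; inactive = mean below 60% and not all replicates reaching 60%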;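 also: luciferase light reporting Pax8 driven TPO promoter activity; plate controls were median of neutral control wells for no effect and mitoxantrone controls for full effect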
# Xi reactivation = activators of inactive X chromosome reactivation, primary screen, imaging, XiGFP fibroblasts, GFP high-content imaging, set 2. XiGFP mouse fibroblasts, % GFP-positive cells imaging, 3 d; cells co-treated with 5-aza-dC sensitizer; scaled so ellipticine positive control = 100%. AID 743238, 2013. 360,000 compounds, 0.055% hits. activation, % at 7.58 µM;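 active = mean normalized replicate activation at least 10% and every replicate at or above 10%; inconclusive = only one of the two criteria met; inactive = mean below 10% and not all replicates reach 10%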;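 also: 0% = median of on-plate neutral control wells and 100% = ellipticine 6 µM median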
#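 material = 68-5-11 XiGFP fibroblast line | medium = DMEM plus 5-aza-dC sensitizer | schedule = 3 days compound exposure | benchmarks = positive control ellipticine, 6 µM final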
# DENV2 CPE = inhibitors of DENV2 cytopathic effect, primary screen, cell-based, plate reader, single concentration. 350,000 compounds, 1.7% hits. DENV2-infected cells, cytopathic effect rescue. AID 651640, 2012. CPE inhibition, % at 9.99 µM; in the data active = CPE inhibition above about 20%, passing the limit was not always enough; inconclusive = no clear call, values can overlap the other calls; tested in BHK-21 cells;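 also: 0% = median of neutral control wells and 100% = median of positive control wells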
# EWS-Fli block = EWS/Fli-driven NR0B1 reporter inhibitors, primary screen, A673 cells, NR0B1 luciferase, luminescence, MLPCN library | viability-normalised | inhibition, % at 12.6 µM | 350,000 compounds, 0.67% hits;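 active = mean inhibition of at least 50% after viability correction, with every replicate also passing that limit; inconclusive = mean reaches 50% but only one of two replicates passes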;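 also: firefly luciferase signal divided by Alamar Blue viability fluorescence both relative to DMSO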
# INS-1E GSIS act = GLuc luminescence reporter in INS-1E cells, primary screen for activators of glucose-dependent secretion of insulin | INS-1E GLuc reporter insulin secretion, 2-3 h | activation, % at 16.6 µM | 370,000 compounds, 0.61% hits | AID 743287, 2014;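 active = lowest replicate activation of at least 40%, so every replicate reaches that level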;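 also: 0% = median of neutral control wells and 100% = median of IBMX positive control wells; some compounds called inactive have numbers as strong as hits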
# An asterisk follows results filed as active; ? = inconclusive; · = not tested or not shown; & = joins results of further samples. No enrichment for hits. About 4.2% of those tested had a hit in this group.
SMILES,F508del corr,ERp5 inh,ARNT-TACC3 inh,PAX8 inh HTS,Xi reactivation,DENV2 CPE,EWS-Fli block,INS-1E GSIS act
CCCC#Cc1ccc2c(c1)O[C@@H](CN(C)C(=O)Nc1ccccc1F)[C@H](C)CN([C@@H](C)CO)S2(=O)=O,4.7,2,-4,18,-0.6,3,11,-25
CCN(c1ccc(Cl)cc1)S(=O)(=O)c1nnc(NC(=O)C(C)C)s1,-1.8,1,25,-19,0.1,3,17,0
O=S(=O)(NCc1ccccn1)c1ccccn1,-0.4,-4,11,9,0.0,2,-8,-3
COc1ccc(NC(=O)COc2cccc3c2CCN(Cc2cccnc2)C3=O)cc1,2.5,-6,-2,8,-0.1,?,0,4
O=C(C[C@@H]1CC[C@@H]2[C@H](COC[C@@H](O)CN2Cc2ccc(Oc3ccccc3)cc2)O1)Nc1nccs1,4.5,2,-1,22,0.1,?,16,-4
CCN1C(=O)/C(=c2\sc3nc(=O)c(Cc4ccccc4)nn3c2=O)c2ccccc21,-0.9,4,15,20,0.3,-3,14,4
COc1ccc(NC(=O)COc2ccc3c(C)cc(=O)oc3c2)cc1S(=O)(=O)N1CCCCC1,1.1,0,-2,0,0.0,?,6,0
C[C@@H]1CN([C@H](C)CO)C(=O)Cc2cc(NC(=O)CCCCCC(=O)Nc3ccccc3N)ccc2O[C@@H]1CN(C)CC1CC1,-0.7,5,9,·,-0.1,11,15,-2
CN(Cc1ccco1)C(=O)CN1C(=O)NC2(CCCCC2)C1=O,-2.2,-3,-18,0,0.0,-1,3,-3
COc1ccc(NC(=O)COC(=O)c2ccc([N+](=O)[O-])o2)cc1Cl,-1.6,-27,43,1,0.0,9,-1,-14
CC(C)CN1C(=O)c2ccc(C(=O)Nc3c[nH]c(=O)[nH]c3=O)cc2C1=O,1.4,3,-16,-15,0.0,4,-1,-1
C[C@H](CO)N1C[C@H](C)[C@H](CN(C)C(=O)CN(C)C)Oc2ncc(C#CC(C)(C)O)cc2C1=O,1.1,7,-3,·,0.5,-6,-4,12
CCNC(=S)N(CCN(C)C)Cc1cc2cc(OCC)ccc2[nH]c1=O,1.8,3,-7,-7,0.0,4,-5,·
CCC(C)c1ccc(S(=O)(=O)N2CCN3CCCC3C2)cc1 (stereo not drawn),2.4,2,1,3,0.0,-5,11,-13
CCCNC(=O)N1C[C@@H](O)COC[C@@H]2O[C@@H](CC(=O)OC)CC[C@H]21,0.1,-3,-3,·,0.0,6,·,10
C=C(C)COc1ccc2c(CC)cc(=O)oc2c1,·,-3,-14,-5,0.8,-2,-3,8
Cc1onc(-c2c(F)cccc2Cl)c1C(=O)OCC(=O)NC(=O)NCC(C)C,1.1,-1,0,22,0.0,1,5,-36
CCCCNC(=O)C(=O)Nc1cc2c3c(c1)CCC(=O)N3CCC2,-0.6,11,4,12,0.2,8,9,-35
Cc1ccccc1S(=O)(=O)Cc1ccc(C(=O)NC(C)c2ccccc2)o1 (stereo not drawn),1.5,3,·,9,0.0,-1,·,6
Cc1cc(C)n2nc(-c3cccc(Br)c3)cc2n1,-3.5,6,51*,6,0.0,2,-76,7
CCCC(CCC)c1nnc(NC(=O)c2ccco2)s1,-0.3,0,-4,3,0.1,-2,10,1
C[C@H](O)C#Cc1cnc2c(c1)C(=O)N([C@H](C)CO)C[C@H](C)[C@H](CN(C)C(=O)c1ccc(F)cc1)O2,-0.2,-3,0,·,-0.3,-9,2,17
CCC(=O)Nc1ccc2c(c1)OC[C@H](C)N(C(=O)CC1CC1)C[C@@H](C)[C@H](OC)CN(C)C2=O,0.2,-3,-1,·,0.4,12,14,-5
CCOc1cccc(Cc2c[nH]c(=O)[nH]c2=O)c1,-3.4,-1,·,-1,0.0,6,-4,13
C[C@@H]1CN([C@@H](C)CO)C(=O)c2cc(-c3cccc(F)c3)cnc2O[C@H]1CN(C)C(=O)C1CCOCC1,-2.1,-2,-12,4,0.0,22,-10,8
O=C(OCCN1CCCCC1)c1ccccc1Br,-2.3,4,-1,-16,0.0,5,7,5
COCC(=O)N(C)C[C@@H]1Oc2ncc(-c3ccccc3OC)cc2C(=O)N([C@@H](C)CO)C[C@H]1C,-2.4,9,·,·,-1.4,7,-13,16
CC12CN3CC(C)(CN(C1)C3c1ccc(Cl)cc1Cl)C2=O (stereo not drawn),-1.0,2,-9,-5,0.2,-5,1,-2
COc1cc(OC)cc(OC2(C)CCN(Cc3ccc(OC(C)C)cc3)C2)c1 (stereo not drawn),-1.3,-1,·,-5,0.0,-5,-7,-47
COc1cc(NC(=O)c2ccc([N+](=O)[O-])cc2)ccc1NC(=O)C(C)C,0.0,-3,-3,-10,0.0,1,-5,15
Cc1cccc(-c2nc(C#N)c(NCc3ccco3)o2)c1,1.1,·,3,-169,-0.1,9,-66,·
Cc1ccc(SCCC(=O)NCc2ccncc2)cc1,1.3,0,·,2,1.4,-3,5,-9
NC(c1ccccc1)c1csc(NC(=O)Nc2ccc(OC(F)(F)F)cc2)n1 (stereo not drawn),1.8,2,·,38,-0.1,-8,34,0
O=C(COc1ccc(Cl)cc1Cl)c1ccc[nH]1,2.0,7,-6,-98,·,-1,-97,6
CCc1nc(N)c(C#N)c(-c2ccco2)c1C,·,·,-1,12,1.6,·,·,-6
CC(=O)Nc1ccc(S(=O)(=O)NNc2cccc(C)c2)cc1,1.3,0,11,-11,0.4,-3,5,4
CC(C)C#Cc1cnc2c(c1)C(=O)N([C@H](C)CO)C[C@@H](C)[C@H](CN(C)C(=O)Nc1ccccc1F)O2,-3.3&0.2&-0.2,5&-9&10,-3&3,0,-0.1&0.0,-1&-5&8,-4&-12&-12,-3&-4
CCc1cccc(CC)c1NC(=O)C(CC)Sc1nc2ccncc2[nH]1 (stereo not drawn),-1.0,5,-9,1,0.0,-4,-1,31
COc1ccc(C(=O)NCC(C)(C)SCc2c(C)cc(C)cc2C)cc1,-1.4,0,-1,·,·,-1,7,-48
COC(OC)c1ccnc(-c2ccc(OC(C)=O)cc2)n1,-1.5,5,-3,-3,0.2,3,-8,12
CCc1nc2ccc(C(=O)Nc3cccc(NS(C)(=O)=O)c3)cn2c1N(C)CCN1CCOCC1,0.2,3,·,0,1.0,-7,-11,4
C=CCn1nnnc1-c1cc(Cl)cc(Cl)c1,1.5,-1,0,-8,0.1,3,-6,3
O=C(Cc1csc(NC(=O)c2ccccc2)n1)NO,1.6,-1,18,-13,-0.1,2,1,57*
Fc1ccc(Nc2ccc3ccccc3n2)c(F)c1,-1.6,?,-14,-116,0.0,10,14,-27
Cn1c(C(=O)NCCCN2CCOCC2)cc2c(=O)n(C)c3ccccc3c21,0.8,4,1,-19,0.2,7,-15,-11

# Printed as active in ARNT-TACC3 inh, among the entries above:
SMILES	F508del corr	ERp5 inh	ARNT-TACC3 inh	DENV2 CPE	INS-1E GSIS act
Cc1cc(C)n2nc(-c3cccc(Br)c3)cc2n1	-3.5	6	51*	2	7

# Next section.
SMILES,F508del corr,ERp5 inh,ARNT-TACC3 inh,PAX8 inh HTS,Xi reactivation,DENV2 CPE,EWS-Fli block,INS-1E GSIS act
CC(=O)NC[C@H]1[C@H](c2ccc(-c3cccnc3)cc2)[C@@H](CO)N1C(=O)C1CC1,-2.9,-4,-10,1,0.2,-2,-4,5
CCC[C@H]1CCCC/C=C\CCCC(=O)OCCN1C(=O)OC(C)(C)C,-2.3,·,-4,9,0.0,·,-2,66*
CCCNC(=O)C[C@@H]1CC[C@@H]2[C@@H](COc3ccc(NC(=O)NCCC)cc3C(=O)N2C)O1,0.6,-8,·,11,0.1,-8,·,5
COCCN(C(=O)CCc1ccc(OC)cc1)c1nnc(-c2ccncc2)s1,-1.5,-10,-7,10,0.0,2,-2,13
CCC/C=N/Nc1nnc(Cc2ccc(OC)c(OC)c2)c(=O)[nH]1,0.9,-2,29,21,0.4,-2,1,13
C[C@@H]1CN([C@H](C)CO)C(=O)c2cccc(NC(=O)c3ccc(-c4nccs4)cc3)c2O[C@@H]1CN(C)C(=O)Nc1ccc2c(c1)OCO2,-1.1,0,14,·,-0.7,-3,1,-2
O=C(Nc1ccncc1)C1CCN(S(=O)(=O)c2ccc(Cl)cc2)CC1,0.4,6,2,12,0.3,0,16,10
Cc1cccc(OCC(=O)N/N=C/CC(C)c2ccccc2)c1C (stereo not drawn),-2.3,-6,21,37,0.1,-5,-3,-6
Cc1ccc(S(=O)(=O)Nc2ccc3c(c2)C(=O)N([C@@H](C)CO)C[C@@H](C)[C@@H](CN(C)C(=O)Nc2c(C)noc2C)O3)cc1,-1.9,2,-4,-4,-0.3,-4,0,7
O=C(CN1C(=O)NC2(CCCC2)C1=O)Nc1ccc(Cl)cc1C(F)(F)F,1.1,1,2,4,0.3,-6,3,9
COc1cc(C(=O)N2CCCCC2c2cc(C(=O)NCc3cccnc3)no2)cc(OC)c1C (stereo not drawn),4.6,14,·,6,0.0,-1,6,-1
COc1ccc(CN(C)C(=O)C23CC4CC(CC(C4)C2)C3)c(OC)c1,1.6,2,·,12,0.3,0,13,-20
CSc1nc(N2CCOCC2)c2sccc2n1,-1.9,2,1,7,0.0,1,-4,76*
O=[N+]([O-])c1ccc(NC(c2ccccc2)c2ccc3cccnc3c2O)cc1 (stereo not drawn),2.4,1,-9,83*,-0.1,5,13,·
O=C(CCCN1C(=O)c2cccnc2C1=O)Nc1ccc(Br)cc1,0.9,-1,5,10,0.0,-9,-1,0
CCNC(=O)C1CCCN(C(=O)c2cccc3ccccc23)CC1 (stereo not drawn),-1.9,-3,·,10,-0.1,18,4,-3
CC(C)CN1CCN(CCCOC(=O)Nc2cccc3ccccc23)CC1C (stereo not drawn),0.6,13,3,19,0.2,-7,4,·
O=C(Cc1ccccc1[N+](=O)[O-])Nc1cccc(S(=O)(=O)NC2=NCCCCC2)c1,-3.3,3,-31,12,0.0,1,5,-6
COc1ccc(N2CCN(C(=O)COC(=O)c3cccc(OC)c3O)CC2)cc1,0.7,-1,-15,7,0.0,-5,5,·
CC(C)c1ccc(NC(=O)Nc2nc(C(N)C3CCCCC3)cs2)cc1 (stereo not drawn),2.0,0,·,6,-0.1,14,15,-29
O=c1ccnc(SCCc2ccc([N+](=O)[O-])cc2)[nH]1,-0.4,6,1,-9,0.0,-6,-8,-1
COc1ccc(Br)c(C(=O)N2CCN(S(=O)(=O)/C=C/c3ccccc3)CC2)c1,1.1,5,-3,28,0.0,-2,10,8
C[C@@H]1CCCCO[C@@H](CN(C)Cc2ccc(C(F)(F)F)cc2)[C@@H](C)CN([C@@H](C)CO)C(=O)c2cc(NS(C)(=O)=O)ccc2O1,0.9,·,2,-5,-0.3,-13,-6,-9
Cc1ccc2cc(CN(CC3CCCO3)C(=S)NCc3ccco3)c(=O)[nH]c2c1 (stereo not drawn),-0.7,1,8,9,0.2,-6,18,6
C[C@@H]1CCCCO[C@@H](CN(C)Cc2ccccc2)[C@H](C)CN([C@@H](C)CO)C(=O)c2cc(NC(=O)NC3CCCCC3)ccc2O1,-1.8,3,-14,-10,-1.2,24*,3,-26

# Screens as filed in PubChem BioAssay.
